N370S GC: qHTS Assay for Inhibitors and Activators of N370S glucocerebrosidase as a Potential Chaperone Treatment of Gaucher Disease; Lysosomal acid glucosylceramidase (Homo sapiens), P04062; N370S GC spleen homogenate, 4MU-glucoside fluorescence; Potency, µM (doses to about 59.4 µM), without a hit: top-dose activity change, negative = inhibition, hits mostly inhibitors; hit rate 0.092% among 330,000; AID 2101, 2009;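 further: 0% = full enzyme activity and -100% = no enzyme basal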
FEN1 inh: qHTS Assay for the Inhibitors of Human Flap endonuclease 1 (FEN1); Recombinant FEN1 flap cleavage, fluorescence, 15 min; Potency, µM (highest dose often 114 µM), for the others: top-dose activity change, negative = inhibition, usual class: inhibitors; hit rate 0.35% among 390,000; further: nearly all actives have a fitted effect of over 65% in size
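Read-out was taken twice, immediately and after 15 min, following addition of 50 nM substrate to 10 nM FEN1 that had sat with test compound for 15 min at room temperature. Curves came from a four-parameter Hill model.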
KAT2A inh: qHTS Assay for Inhibitors of GCN5L2; Potency, µM (top dose mostly 58.9 µM), inactives show top-dose activity change, negative = inhibition, usual class: inhibitors; GCN5L2 HAT assay, ThioGlo1 CoA-SH fluorescence; hit rate 0.21% among 390,000; AID 504327, 2011
Target sequence (Q92830 whole entry, looked up): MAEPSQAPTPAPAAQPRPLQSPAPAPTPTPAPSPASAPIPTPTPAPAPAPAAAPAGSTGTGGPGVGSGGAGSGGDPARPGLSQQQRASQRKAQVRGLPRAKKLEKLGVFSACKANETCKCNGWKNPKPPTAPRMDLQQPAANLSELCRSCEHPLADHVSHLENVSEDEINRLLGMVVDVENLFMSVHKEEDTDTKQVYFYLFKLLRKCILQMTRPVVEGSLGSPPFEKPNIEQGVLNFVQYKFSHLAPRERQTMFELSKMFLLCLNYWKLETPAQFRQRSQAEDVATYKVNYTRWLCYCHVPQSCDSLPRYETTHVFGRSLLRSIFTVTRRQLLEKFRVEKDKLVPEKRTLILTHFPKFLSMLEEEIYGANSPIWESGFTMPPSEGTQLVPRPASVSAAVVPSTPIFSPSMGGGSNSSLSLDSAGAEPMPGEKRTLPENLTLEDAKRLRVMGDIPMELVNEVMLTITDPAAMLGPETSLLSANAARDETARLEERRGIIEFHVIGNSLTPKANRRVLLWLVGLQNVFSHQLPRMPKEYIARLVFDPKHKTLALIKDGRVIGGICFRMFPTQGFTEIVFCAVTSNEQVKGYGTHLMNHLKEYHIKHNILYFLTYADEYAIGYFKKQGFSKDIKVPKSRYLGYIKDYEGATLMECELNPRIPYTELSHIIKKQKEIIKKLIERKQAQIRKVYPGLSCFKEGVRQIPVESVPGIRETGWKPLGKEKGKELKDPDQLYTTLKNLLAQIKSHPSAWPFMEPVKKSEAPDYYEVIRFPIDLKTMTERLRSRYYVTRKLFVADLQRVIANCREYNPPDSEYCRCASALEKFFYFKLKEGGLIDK
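Fluorescence readout, Ex340nm/Em540nm: ThioGlo1 (50uM final) reacts with free CoA thiol released as 20nM GCN5L2 acetylates H3(1-25) peptide (75uM) using acetyl-CoA (70uM). Compound and enzyme sat 15 min beforehand; 20 min room-temperature reaction.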
* marks the source's active call; other numbers are inactive results; ? = inconclusive; / = no result given; & = joins results of further samples; [ ] = dose if it differs, or a comment. The call rests on the fitted dose curve; in most records, active means well fitted curve in the direction sought with a large enough effect; inconclusive means small, poorly fitted or top-dose-only effect, or another doubt; inactive means no such curve, though single readings can be large; an effect the other way counts as inactive or inconclusive. Unless noted, on the % scale 0 is the no-effect control and ±100 the full control effect; potency means the concentration at half of the fitted maximal effect. Not all compounds are listed. The share of hits here may be higher or lower than overall.

structure	N370S GC	FEN1 inh	KAT2A inh
O=C(N/N=C/c1ccc2c(c1)OCO2)c1ccccn1	2%	-12%	-8%
Cc1cccc(Cn2cc(S(=O)(=O)c3ccc(Cl)cc3)c(=O)c3cc4c(cc32)OCO4)c1	/	-9%	-6%
COc1cc(C(=O)Nc2ccc(N(C)C)cc2)c([N+](=O)[O-])cc1OC	18%	-4%	0%
O=C(CN1CCCN(Cc2ccccc2Cl)S1(=O)=O)NCc1ccccc1	/	9%	-2%
COc1cccc2c1OCC(CN1CCN(CCC(C)C)C(CCO)C1)=C2 (stereo not given)	-4%	5%	0%
COc1ccc2oc(C(=O)N3CCN(C(c4ccccc4)c4ccccc4)CC3)c(C)c2c1	5%	-15%	-10%
CC1(C)C(=O)N(c2ccccc2Cl)C(=O)c2ccccc21	-3%	-6%	0%
O=C1CN(C(=O)COC(=O)c2cccc(OCc3ccccc3)c2)c2ccccc2N1	-3%	2%	3%
Nc1ccccc1-c1nnn(CC(=O)N2CCCc3ccccc32)n1	0%	10%	-4%
COC(=O)c1cn[nH]c1N	1%	12%	-5%
NC(=O)C1CCN(C(=O)Cc2ccsc2)CC1	-8%	0%	-6%
Cc1ccc(Cl)cc1N1CCN(C(=O)CCCCCn2c(=O)[nH]c3ccccc3c2=O)CC1	/	-15%	-8%
O=C(NCCCN1CCCC1=O)c1ccc(S(=O)(=O)Nc2ccccc2)cc1	-28%	-1%	1%
COc1ccc(C(=O)Nc2ccc3c(c2)C(=O)NC3=O)cc1	1%	-16%	-5%
C=CCN(CC=C)S(=O)(=O)c1ccc(C(=O)Nc2sc3c(c2C(N)=O)CCCCC3)cc1	20%	-5%	21%
Cc1cc(NC(=O)CSCC(=O)Nc2nc3ccccc3s2)no1	/	-7%	-9%
COC(=O)c1ccc(NC(=O)c2cccc(OC)c2)cc1	24%	8%	-5%
COc1ccc(NC(=O)CN(C)C2=NS(=O)(=O)c3ccccc32)cc1Cl	/	-1%	-4%
O=C(NNS(=O)(=O)c1ccc(F)cc1)c1ccc([N+](=O)[O-])cc1	-14%	-6%	-9%
COc1ccc2c(c1)C(c1ccc3c(c1)OCO3)CC(=O)O2 (stereo not given)	5%[89.1 µM]	/	1%[88.6 µM]
CCOC(=O)c1ccccc1NC(=O)CN(c1cccc(OC)c1)S(C)(=O)=O	-10%	-6%	-5%
COc1ccc(Br)cc1S(=O)(=O)Nc1ncccc1C	-13%	6%	-1%
O=C(Nc1ccc(F)c(F)c1)C1CCN(S(=O)(=O)c2cccs2)CC1	/	-16%	-5%
COc1cccc(N2CCN(C(=O)C3Cc4ccccc4N3C(C)=O)CC2)c1 (stereo not given)	/	2%	-10%
CC(C)(C)OC(=O)C[C@@H]1C/C=C\C[C@@H](CC(=O)NCCO)C(=O)NC[C@@H](c2ccccc2)OC1=O	/	-4%	-1%
O=C(NC1CC(=O)N(c2ccccc2)C1)c1ccc(S(=O)(=O)N2CCCCC2)cc1 (stereo not given)	/	13%	-10%
Cc1cc(S(=O)(=O)N2CCCC(C(=O)Nc3ccc(C(=O)O)cc3)C2)ccc1Cl (stereo not given)	-8%	3%	1%
CCCCN(C(=O)C(C)N1C(=O)c2ccccc2C1=O)c1c(N)n(CCCC)c(=O)[nH]c1=O (stereo not given)	/	-13%	-5%
O=C(CNC(=O)c1ccc(Cl)cc1)OCc1cc(=O)n2nc(C3CCCCC3)sc2n1	/	5%	23%
O=C1N/C(=N\N=C\c2cccs2)SC1Cc1cccc(Cl)c1 (stereo not given)	27%	-4%	-2%
O=C(COC(=O)CCNS(=O)(=O)c1cccc(C(F)(F)F)c1)NC(=O)NC1CCCCC1	13%	-7%	-8%
Cc1nc2cc(C(=O)N3CCc4ccccc43)ccc2n1-c1ccc(F)c(F)c1	3%	-3%	-2%
COc1ccc(CNC(=O)Cc2cn(C)c3ccccc23)c(OC)c1	-2%	4%	-11%
O=[N+]([O-])c1cnn(-c2nc(-c3ccco3)cc(C(F)(F)F)n2)c1	1%	0%	-8%
COc1cc(/C=N/NS(=O)(=O)c2ccc(C(C)(C)C)cc2)cc([N+](=O)[O-])c1O	6%	-3%	-6%
CCOc1cccc(/C=N/N2C(C)CCCC2C)c1O (stereo not given)	-2%	7%	2%
CCOCCCNC(=S)N1CCC(C(=O)c2ccc(C)cc2)CC1	-4%	6%	-12%
CCOc1ccc(Nc2nc(Nc3ccc(OCC)cc3)nc(N3CCOCC3)n2)cc1	/	-3%	1%
CCn1c(C(C)NC(=O)c2ccc(Cl)cc2)n[nH]c1=S (stereo not given)	24%	-7%	-17%
CC(C)CSC1=NSC2=NC(=O)/C(=C\c3cccs3)C(=N)N12	4%	-8%	-15%
Cc1ccc(C(=O)N2CCC3(CC2)Oc2ccc(Cl)cc2C(=O)C32CC(c3ccc(Cl)cc3)=NO2)s1 (stereo not given)	-16%	-7%	-6%
CCOc1ccc(N(C)S(=O)(=O)c2ccc3[nH]cc(C(=O)NCCOC)c(=O)c3c2)cc1	-6%	6%	-4%
O=C(Oc1c(Br)cc([N+](=O)[O-])cc1Br)c1cccnc1	-3%	0%	-7%
O=S(=O)(Nc1ccc(-c2ccc(N3CCCC3)nn2)cc1)c1cccc(C(F)(F)F)c1	/	2%	-11%
Cc1ccc([N+](=O)[O-])cc1S(=O)(=O)Nc1cccc(-c2ccc(N3CCOCC3)nn2)c1	1%	5%	-15%
CCn1c(SCC(=O)Nc2sc3c(c2C#N)CCCC3)nnc1-c1ccco1	8%	-2%	-2%
COc1ccc2c(c1)[C@H]1[C@H](CO2)[C@H](c2ccccc2)[C@]2(C)C(=O)N[C@H](C)C(=O)N12	/	-6%	-2%
O=C1CC(c2ccco2)CC(O)=C1C=Nc1cc(Cl)cc(Cl)c1 (stereo not given)	-1%	?	-8%
COC(=O)[C@@]12CCCN1[C@H](c1ccc(-c3ccc(OC)cc3)c(OC)c1)[C@H]1C(=O)N(C)C(=O)[C@H]12	-10%	-7%	-10%
Cc1cc(C)cc(C(=O)NCC(=O)OCC(=O)N2c3ccccc3NC(=O)C2(C)C)c1	-2%	-11%	-7%

Additional entries.
SMILES	N370S GC	FEN1 inh	KAT2A inh
COc1ccc(-c2nnc(SCc3c(C)noc3C)n2N)cc1OC	2%[12.8 µM]	3%	?
CCc1cc2cccc(C)c2nc1SCC(=O)Nc1cc(C)on1	16%	14%	-7%
Cc1nn(-c2cc(N3CCCCCC3)ccc2[N+](=O)[O-])c(=O)c2ccccc12	23%	-7%	-16%
O=C(O)c1ccc(N=Cc2nc(-c3ccco3)oc2O)cc1	-7%	-14%	-15%
COc1cccc(-c2nc(SCC(=O)NCc3ccco3)c3c(=O)n(C)c(=O)n(C)c3n2)c1	/	-11%	-5%
COc1ccc(-n2cc(-c3ccccc3)[n+]3c2CCCCC3)cc1	16%	-2%	-8%
O=C(NCc1ccc2c(c1)OCO2)c1ccco1	-3%	3%	-1%
CCc1ccc(-n2c(=O)c3c(C)c(C(=O)N(C)C)sc3n(CC(=O)NCc3ccco3)c2=O)cc1	4%	-6%	1%
CN(CCO)c1nc(N)c(C#N)c(CC#N)c1C#N	-23%	2%	3%
O=C(/C=C/c1ccc([N+](=O)[O-])cc1)NCc1ccco1	-11%	-7%	8%
Cn1cnnc1SCC(=O)Nc1ccccc1F	1%	1%	16%
CCS(=O)(=O)c1ccc(O)c(NC(=O)Nc2cccc3ccccc23)c1	-2%	-12%	4%
COc1ccccc1NC(=O)c1cc2c(-c3ccccc3)nn(-c3ccccc3)c2s1	/	53%[activator]	1%
CSc1ncccc1C(=O)OCC(=O)N1CC2(C)CC1CC(C)(C)C2 (stereo not given)	/	6%	-1%
COC(=O)[C@]1(Cc2ccccc2)N[C@H](CN(C)C(=O)Nc2ccc(F)cc2)[C@@H]2C(=O)N(C)C(=O)[C@@H]21	/	1%	-1%
CN(Cc1c(C(=O)N/N=C/c2ccccc2)nnn1-c1nonc1N)c1ccccc1	-9%	-26%	-8%
COc1ccc(Cl)cc1N(C(C)=O)c1nc(C)cc(C)c1C#N	-14%	-4%	0%
O=C(NCc1ccccc1Cl)c1ccc2c(c1)NC(=O)C(CS(=O)(=O)Cc1ccc(F)cc1Cl)N2 (stereo not given)	/	0%	2%
Cn1c(-c2nnn(-c3ccc(F)cc3)n2)cc2ccccc21	1%	/	-11%
Cc1ccc(NC(=O)C2CCN(S(=O)(=O)c3cc([N+](=O)[O-])ccc3Cl)CC2)nc1	/	-17%	-8%
CCCCc1nc2ccccc2[nH]1	-8%	2%	-18%
CCCCNC(=O)c1cc2c(=O)n3cccc(C)c3nc2s1	?	-17%&-5%	-5%&4%
O=C1CCCN2N=C(SCC(=O)Nc3ccc(Br)cc3)SC2=N1	-1%	-10%	-6%
COC(=O)/C=C/c1ccc(-n2ccnc2)cc1	-1%	-2%	-8%
Cc1cc(C)nc(NN2C(=O)/C(=C/c3ccccc3)SC2=S)n1	-4%	11%	4%
O=C(N/N=C/c1ccc(O)cc1)Nc1cccc2nsnc12	23%	?	-2%
NC(=S)N=Nc1c(O)n(Cc2ccc(F)cc2)c2ccccc12	-11%	-2%	-6%
CSc1ccccc1NC(=O)COc1nsnc1N1CCOCC1	4%	-2%	-2%
Cc1ccc2nc3n(c(=O)c2c1)CCCCC3	6%	5%	2%
CCCCn1nnnc1SCC(=O)c1cc(Cl)ccc1OC	-16%	-13%	-13%
O=C(Nc1cccnc1)c1cccnc1Cl	-24%	-10%	-6%
Cc1cc(C)n2nnnc2n1	0%	2%	-4%
O=C(O)C(Cc1c[nH]c2ccccc12)N1C(=O)c2ccccc2C1=O (stereo not given)	0%&11%	0%	-4%&-5%
Cc1cc2oc(=O)cc(-c3ccccc3)c2c(C)c1-c1ccc(C(F)(F)F)cc1	8%	-1%	-14%&-3%
O=C(CCc1ccccc1)c1nnc(-c2ccccc2)o1	10%	0%	1%
Cc1ccc(-n2nc3ccc(NC(=O)/C=C/c4ccco4)cc3n2)cc1	-8%	1%	-16%

Five entries picked at random from the list so far, as already listed:
SMILES	N370S GC	FEN1 inh	KAT2A inh
CC1(C)C(=O)N(c2ccccc2Cl)C(=O)c2ccccc21	-3%	-6%	0%
Nc1ccccc1-c1nnn(CC(=O)N2CCCc3ccccc32)n1	0%	10%	-4%
Cc1ccc(NC(=O)C2CCN(S(=O)(=O)c3cc([N+](=O)[O-])ccc3Cl)CC2)nc1	/	-17%	-8%
COC(=O)c1cn[nH]c1N	1%	12%	-5%
COc1cc(C(=O)Nc2ccc(N(C)C)cc2)c([N+](=O)[O-])cc1OC	18%	-4%	0%

Next part:
SMILES	N370S GC	FEN1 inh	KAT2A inh
CCC(c1nnnn1CCc1ccccc1)N1CCN(c2ccc(OC)cc2)CC1 (stereo not given)	-4%	-14%	-4%
COc1ccc(C(C(=O)NC(C)(C)C)N(C(=O)CCC(=O)Nc2cc(C)on2)c2ccccc2F)cc1 (stereo not given)	-3%	0%	2%
CCOc1ccc(CCNC(=O)CS(=O)(=O)Cc2nc(-c3ccc(OC)cc3)oc2C)cc1	-3%	-2%&-2%	-9%&-3%
CCS(=O)(=O)n1nc(-c2ccccc2)nc1NCc1ccco1	8%	-13%	-2%
Cc1ccccc1NC(C)C(=O)N/N=C/c1ccccc1OCc1cccc(Br)c1 (stereo not given)	-24%	-15%	-7%
CCOc1ncccc1C(=O)Nc1cc(S(=O)(=O)N(CC)CC)ccc1N1CCOCC1	/	1%	-11%
COc1ccc(NS(=O)(=O)c2ccc(N3CCCC3)c(NC(=S)Nc3ccc(SC(F)F)cc3)c2)cc1	2%	7%	1%
CCc1ccc(S(=O)(=O)c2ccc(-n3nc(C)cc3N)cc2)cc1	-2%	-8%	-4%
COc1ccc(C(C)=O)cc1COc1ccc([N+](=O)[O-])c(C)c1	16%	-13%	20%
CCN1CCN(c2cc(C)c3cc(NC(=O)c4ccncc4)ccc3n2)CC1	-3%	-19%	-13%
O=C(O)CCCN1C(=O)/C(=C/c2cn(-c3ccccc3)nc2-c2cccs2)SC1=S	-18%	-29%	?
C=CCn1c(SCC(C)=O)nnc1-c1cc(-c2ccccc2)sc1N	2%	-14%	-5%
COC(=O)c1cc(S(=O)(=O)Nc2cc(OC)cc(OC)c2)c[nH]1	-14%	18%	0%
CCc1ccc2oc(=O)cc(CN3CCCCC3)c2c1	-4%	-13%	1%
COc1ccccc1NC(=O)Cn1nnc(C(=O)NCc2cccs2)c1N	-17%	1%&-10%	-5%&-2%

Screening results: PubChem, National Center for Advancing Translational Sciences (NCATS)
